# Screens from PubChem BioAssay.
# aSyn tox rescue: rescues yeast growth from alpha-synuclein toxicity. S. cerevisiae alpha-synuclein toxicity rescue, BacTiter-Glo growth, 24 h. Potency, µM (highest dose often 46.1 µM), without a hit: at the top dose growth rescue (activation), most hits filed as activators. 94,000 compounds, 0.02% hits. AID 1347070; active = well fitted activation curve with a large enough effect; inconclusive = small, poorly fitted or top-dose-only effect; also: 0% is about no effect
#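 Growth restoration measured by BacTiter-Glo luminescence after 24 hr at 30 deg C; alpha-synuclein yeast, raffinose-pregrown to mid-log, were added at OD600=0.02 in galactose medium onto pinned compounds.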
# * marks the source's active call; other numbers are inactive results; ? = inconclusive; [ ] = another dose, or the depositor's remark. Potency is read from the fitted curve at half-maximal effect. These rows are one share of the data, so the mix of outcomes need not match the whole.
# The opening two records (preview)
SMILES,aSyn tox rescue
CCOC(=O)C1=C(COC(=O)c2c(OC)cccc2OC)NC(=O)NC1C (stereo unspecified),-2%
CCOC(=O)c1ccc(NC(=O)c2c(NCc3cc(OC)c(OC)cc3OC)sc3c2CCCC3)cc1,-3%

# This part in full, from the start:
SMILES,aSyn tox rescue
CCOC(=O)C1=C(COC(=O)c2c(OC)cccc2OC)NC(=O)NC1C (stereo unspecified),-2%
CCOC(=O)c1ccc(NC(=O)c2c(NCc3cc(OC)c(OC)cc3OC)sc3c2CCCC3)cc1,-3%
Cc1ccc(CNC(=O)c2cnc(N3CCCCC3)c3ccccc23)cc1,8%
CCCOc1ccc(N2C(=O)CC(N(Cc3ccco3)C(=O)CCC(=O)O)C2=O)cc1 (stereo unspecified),14%
COc1ccccc1NNC(=O)C(O)(c1ccccc1)c1ccccc1,4%
Cc1ccc(NC(=O)CC2Oc3ccccc3NC2=O)cc1C (stereo unspecified),-7%
CCOC(=O)COc1ccc(C)cc1C(=O)c1ccn2nc(-c3ccc(F)cc3)cc2n1,2%
O=C(COc1ncnc2sccc12)NC1CCS(=O)(=O)C1 (stereo unspecified),9%
Cc1cc(C)nc(SCc2nnc(SCC(=O)O)n2-c2ccccc2)n1,6%
Cc1cccc(OCc2cc(=O)n3c(-c4ccccc4)csc3n2)c1C,4%
Cc1c(C(=O)NCc2ccc(F)cc2)sc2nc(-c3ccc(F)cc3)cn12,1%
Cc1cccc(NC(=O)CSCC(=O)Nc2cc(S(=O)(=O)N3CCOCC3)ccc2OC(C)C)c1,1%
Cc1cccc(C(=O)NCC(c2cccs2)S(=O)(=O)c2cccs2)c1 (stereo unspecified),1%
Cc1ccc(-c2nnn(CC(=O)N(c3cccc(F)c3)C(C(=O)NC(C)(C)C)c3ccco3)n2)o1 (stereo unspecified),18%
CC(C)CCn1c(=O)c2cccnc2n(CC(=O)Nc2ccc(F)cc2)c1=O,-7%
COc1ccc(N2CCN(c3ncnc4onc(-c5ccc(F)cc5)c34)CC2)cc1,-15%
CCOc1ccccc1CNC(=O)c1[nH]c2ccccc2c1Sc1ccccc1,?
COc1cccc(NC(=O)c2c(-c3ccc(C)cc3)nnc3ccccc23)c1,0%
COc1cc(C2CC(=O)Nc3c2c(C)nn3-c2nncc(-c3ccccc3)n2)cc(OC)c1OC (stereo unspecified),-5%
COc1ccc(-n2ncc3c(SCC(=O)OC(C)C)ncnc32)cc1,-15%

# Some of the entries so far, field by field:
COc1cccc(NC(=O)c2c(-c3ccc(C)cc3)nnc3ccccc23)c1
  aSyn tox rescue: 0%

COc1cc(C2CC(=O)Nc3c2c(C)nn3-c2nncc(-c3ccccc3)n2)cc(OC)c1OC (stereo unspecified)
  aSyn tox rescue: -5%

# Exported as tab-separated lines: part of the list above
Structure	aSyn tox rescue
CC(C)CCn1c(=O)c2cccnc2n(CC(=O)Nc2ccc(F)cc2)c1=O	-7%
COc1ccc(N2CCN(c3ncnc4onc(-c5ccc(F)cc5)c34)CC2)cc1	-15%
CCOc1ccccc1CNC(=O)c1[nH]c2ccccc2c1Sc1ccccc1	?
COc1cccc(NC(=O)c2c(-c3ccc(C)cc3)nnc3ccccc23)c1	0%
COc1cc(C2CC(=O)Nc3c2c(C)nn3-c2nncc(-c3ccccc3)n2)cc(OC)c1OC (stereo unspecified)	-5%
COc1ccc(-n2ncc3c(SCC(=O)OC(C)C)ncnc32)cc1	-15%

# Continuation:
SMILES,aSyn tox rescue
Cc1cccc(OCCCC(=O)NNC(=O)c2ccncc2)c1,2%
O=c1n(Cc2ccccc2)nc2n1-c1ccccc1OC2,4%
COc1ccc(/C=C/C(=O)Nc2ccc(C)cc2)cc1,-20%
O=C(CN1CCOCC1)Nc1ccc(NC(=O)c2ccccc2F)cc1,9%
CCc1ccccc1NC(=O)C(=O)NCC(c1cccnc1)N1CCN(c2ccccc2F)CC1 (stereo unspecified),-11%
CCc1cccc(NC(=O)C2CCN(S(=O)(=O)c3ccc(Br)s3)CC2)c1,13%
COc1cccc(-n2cc(C(=O)NCCc3ccc(C)cc3)c3ccccc3c2=O)c1,-3%
COc1ccccc1Oc1ccc(-c2cnc3ccccc3n2)cc1[N+](=O)[O-],11%
COc1ccc(-c2c3c(=O)n(C)c(=O)n(C)c3cn2-c2cccc(N)c2)cc1,2%
COc1ccc(-c2nn(CC(=O)Nc3ccccc3F)c3c2cnc2ccc(F)cc23)cc1,-4%
CCCc1nc2ccccc2n2c(-c3cccc(C)c3)c3c(=O)n(C)c(=O)n(C)c3c12,-6%
CCc1cccc(NS(=O)(=O)c2cc(-c3cnc(C)o3)ccc2OC)c1,12%
CCC1CN(C(=O)Nc2cccc3c2CCCC3)c2cc(C)ccc2O1 (stereo unspecified),5%
O=C(COC(=O)CSc1ccc(F)cc1)NCCCc1ccccc1,7%
CC(=O)c1ccc(N2CCN(C(=O)C3CCN(S(=O)(=O)c4cccc5nonc45)CC3)CC2)cc1,6%
COc1ccc(-c2cc3cc(OC)c(OC)cc3c(C)n2)cc1,4%
Cc1nc2ccccc2nc1N1CCCC1,-9%
CCCCN(C(=O)c1cccc(C)c1)c1c(N)n(CCC)c(=O)[nH]c1=O,11%
CCn1c(C(=O)NCc2cc(Br)ccc2OC)cc2oc3ccccc3c21,5%
CCOc1c(Cl)cc(C(=O)N(Cc2ccc(N(C)C)cc2)Cc2ccco2)cc1Cl,-19%
COc1ccc(CNC(=O)C2CCCN2C(=O)Nc2cccc(Cl)c2)cc1 (stereo unspecified),0%
O=C(COc1ccc(F)cc1)Nc1ccc(S(=O)(=O)N(Cc2ccccc2)c2ccccc2)cc1,-12%
COc1ccc(/C=C2\SC(=S)N(CC(=O)Nc3nnc(C)s3)C2=O)cc1,3%
COc1cccc(C2CC(c3cccs3)=NN2C(=O)CSc2nc3c(cnn3-c3ccc(F)cc3)c(=O)[nH]2)c1OC (stereo unspecified),2%
COc1ccccc1CNS(=O)(=O)c1ccc(-c2cnc(C3CC3)o2)cc1,4%
CCn1c(-c2ccc(C)cc2)nn(CC(=O)NCCc2ccccc2)c1=S,2%
COC(=O)CSc1nc2c(cnn2-c2ccc(F)cc2)c(=O)[nH]1,1%
CSCc1cc(N2CCCC2)nc(-c2ccccc2)n1,-5%
COc1cccc(CC2(CO)CCCN(Cc3ccc(OC(F)F)cc3)C2)c1 (stereo unspecified),5%
CCn1c(SCC(=O)Nc2nnc(C)s2)nnc1C(C)NC(=O)c1ccccc1 (stereo unspecified),-11%
CCOc1ccc(C(=O)c2cn(CC(=O)Nc3cc(OC)ccc3OC)c3cc(OC)c(OC)cc3c2=O)cc1,-11%
COc1cc(NC(=O)CCc2c(C)n(C)c3cc(-c4ccccc4C)nn3c2=O)cc(OC)c1OC,-7%
O=S(=O)(c1ccccc1)c1nc(-c2cccs2)oc1N1CCCCC1,-8%
CCOc1ccc(-n2nc3ccc(NC(=O)c4ccc(-c5cccc(Cl)c5)o4)cc3n2)cc1,-10%
CCOC(=O)c1cnc(NCc2ccccc2OC)c2ccccc12,0%
CNc1nc(N)c([N+](=O)[O-])c(NCCO)n1,-4%
O=C(COc1ccccc1-c1ccccc1)NNC(=O)NC1CCCCC1,-11%
Cc1ccc(C(=O)c2c(N)c(C(=O)Nc3cccc(C(F)(F)F)c3)c3ccccn23)cc1,-21%
O=C(Nc1cccnc1)c1ccc(Cl)c([N+](=O)[O-])c1,6%
CCOC(=O)N1CCN(S(=O)(=O)c2ccc(C(=O)NNc3nc4c(C)cc(C)cc4s3)cc2)CC1,1%
COc1cccc(OC)c1C(=O)Nc1cccc(-c2ccc(N3CCOCC3)nn2)c1,-7%
CCCN(CCC)C(=O)C1CCN(c2cc(C)nc3c(-c4ccc(Cl)cc4)c(C)nn23)CC1,-25%
O=C(Cn1nc2c(cc1=O)CCCC2)NCc1ccccc1,2%
COc1ccc(N(C(=O)c2ccccc2C)S(=O)(=O)c2ccc(Cl)cc2)cc1,2%
CCOc1ccccc1CNS(=O)(=O)c1cnc(N)nc1,1%
O=c1c2ccccc2n(Cc2cccc(Cl)c2)c(=O)n1Cc1ccccc1,5%
C[C@@H]1CN([C@@H](C)CO)C(=O)c2cc(C#Cc3ccccc3)cnc2O[C@H]1CN(C)C(=O)c1ccccc1F,7%
CC(C)CC#Cc1ccc2c(c1)O[C@H](CN(C)C(=O)Nc1ccccc1)[C@@H](C)CN([C@H](C)CO)S2(=O)=O,0%
COc1ccc(C(NC(=O)c2cc(OC)ccc2OC)c2ccccc2)cc1 (stereo unspecified),0%
CSc1cccc(NC(=O)Nc2nc3c(C)cccc3s2)c1,0%
# The list continues:
SMILES,aSyn tox rescue
Cc1c(C)n2c(SCC(=O)Nc3cccc4ccccc34)nnc2[nH]c1=O,-7%
CCc1ccc(NC(=O)N2CCC(N3CCN(Cc4ccc(C)cc4)C(=O)C3=O)CC2)cc1,-4%
CCOc1ccccc1C(=O)N(Cc1ccco1)Cc1ccccc1F,2%
Cc1ccc(N2CCN(C(=O)c3cnn(-c4ccc(C)c(C)c4)c3C3CCNCC3)CC2)c(C)c1,-12%
COc1cc([C@H]2c3c(cc(OC)c(O)c3OC)C[C@@H](CO)[C@@H]2CO[C@@H]2O[C@H](CO)[C@@H](O)[C@H](O)[C@H]2O)cc(OC)c1O,-3%
NC(=O)CCC(NS(=O)(=O)c1ccc(Cl)cc1)C(=O)NCc1ccc(Cl)cc1 (stereo unspecified),-5%
COc1ccc(-c2nnn(CC(=O)N(CCCO)C(C(=O)NC3CCCC3)c3ccc(F)cc3)n2)cc1 (stereo unspecified),-6%
COc1ccc(NC(=O)Cn2nc(C)c3nn(-c4ccc(Cl)cc4)c(C)c3c2=O)cc1,-12%
CCOC(=O)N1CCC(NC(=S)Nc2ccc3nc(N4CCN(C)CC4)cc(C)c3c2)CC1,-3%
COc1ccccc1-c1nc(C#N)c(NCCCn2ccnc2)o1,8%
CC(=O)NC(CC(=O)Nc1nc(-c2ccccc2)c(C(C)=O)s1)c1ccccc1 (stereo unspecified),-53%[inhibitor]
CCN1CCN(C(c2ccccc2)c2c(O)cc(C)n(Cc3ccco3)c2=O)CC1 (stereo unspecified),1%
CCOC(=O)C(C)N1CC(=O)N(c2ccccc2)C1=O (stereo unspecified),-1%
O=C(NCCN1C(=O)C2C3C=CC(C3)C2C1=O)NCc1ccccc1 (stereo unspecified),0%
C[C@@H]1CN([C@H](C)CO)C(=O)c2c(c3ccccc3n2C)-c2ccccc2CO[C@@H]1CN(C)Cc1ccc(O)cc1,2%
CCC(C)Sc1c(C(C)C)cnc2c1c(=O)n(C)c(=O)n2C (stereo unspecified),2%
CC(=O)c1ccc(NC(=O)c2ccc(-c3nc(CSc4ccc(C)cc4)c(C)o3)cc2)cc1,?
CCS(=O)(=O)NC(C)C(c1cccs1)N1CCN(c2ccc(OC)cc2)CC1 (stereo unspecified),2%
CCc1cc(C(=O)N2CCN(c3ncc(C(F)(F)F)cc3Cl)CC2)sc1C,-20%
CNC(=S)N/N=C/c1ccc(-c2cccc(C(=O)O)c2)o1,-35%[inhibitor]
Cc1nnc(SCc2cc(=O)[nH]c(/N=C(\N)Nc3ccccc3)n2)s1,4%
Cc1ccc2occ(CC(=O)Nc3c(C(=O)Nc4ccc(Cl)cc4)oc4ccccc34)c2c1,3%
O=C(Cn1nc(N2CCN(c3ccccc3)CC2)ccc1=O)NCc1ccccc1F,7%
COc1cc(Nc2nc(SCc3ccc(Cl)cc3)nc3ccccc23)cc(OC)c1,-11%
COc1ccc(-c2nnc(SC(C)C(=O)O)o2)cc1 (stereo unspecified),-6%
CCC1CCCCN1CCCNC(=O)c1c(C)oc2ncn(CC(C)C)c(=O)c12 (stereo unspecified),7%
C[C@H]1CN([C@@H](C)CO)C(=O)CCCn2nncc2CO[C@@H]1CN(C)Cc1ccc(Oc2ccccc2)cc1,-4%
CC(=O)c1ccc(N2CCN(C(=O)CCCCn3c(=O)[nH]c4ccccc4c3=O)CC2)cc1,-1%
CC(C)OCCCNc1sc(S(=O)(=O)c2ccccc2)nc1S(=O)(=O)c1ccc(Cl)cc1,8%
O=C(Cc1ccc(Cl)cc1)Nc1ccc2nn(-c3ccccc3)nc2c1,3%
CCOC(=O)c1ccc(NC(=O)Cc2ccc(-n3c(CC)nc4cccnc43)cc2)cc1,1%
COc1ccc(NC(=O)CN(C)C(=O)c2n[nH]c3ccccc23)cc1,13%
CCOC(=O)c1c(C)[nH]c(C(=O)COC(=O)c2ccc(O)cc2)c1C,2%
Cc1ccc2[nH]cc(S(=O)(=O)c3ccc(C)c(C)c3)c(=O)c2c1,0%
Brc1ccc(CN2CCc3nc(N4CCN(c5ncccn5)CC4)ncc3C2)cc1,0%
C=CCc1cccc2cc(C(=O)NCCOC)c(=O)oc12,3%
CCC(NC(=O)Nc1cc(Cl)ccc1OC)c1c(-n2cccc2)sc2c1CCN(C)C2 (stereo unspecified),-1%
Cc1ccc(C2Nc3ccccc3-n3c(-c4ccccc4)c4c(=O)n(C)c(=O)n(C)c4c32)cc1 (stereo unspecified),-35%[inhibitor]
CCN1C(=O)C(CC(=O)Nc2ccc(F)cc2)N(Cc2cccs2)C1=S (stereo unspecified),8%
